FBW7 activator – activators of human E3 ligase FBW7. Q969H0. AlphaScreen FBW7–phospho-cyclin E peptide binding, activator screen. normalized activity (activation), % at 26.1 µM. hit rate 0.13% among 650,000. AID 1259310; in the data active = normalized activity above about 1.9%;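 also: purified mutant Fbw7 with reduced substrate affinity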
GPR151 activ – activates the human receptor GPR151 | AID 1508602 | PathHunter beta-arrestin GPR151 cells, luminescence | Q8TDV0 | hit rate 1% among 650,000 | activation, % at 11.2 µM; in the data active = activation above about 4.9%;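 also: 0% = median of compound wells and 100% = cells with positive control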
Target sequence (Q8TDV0 whole entry, looked up): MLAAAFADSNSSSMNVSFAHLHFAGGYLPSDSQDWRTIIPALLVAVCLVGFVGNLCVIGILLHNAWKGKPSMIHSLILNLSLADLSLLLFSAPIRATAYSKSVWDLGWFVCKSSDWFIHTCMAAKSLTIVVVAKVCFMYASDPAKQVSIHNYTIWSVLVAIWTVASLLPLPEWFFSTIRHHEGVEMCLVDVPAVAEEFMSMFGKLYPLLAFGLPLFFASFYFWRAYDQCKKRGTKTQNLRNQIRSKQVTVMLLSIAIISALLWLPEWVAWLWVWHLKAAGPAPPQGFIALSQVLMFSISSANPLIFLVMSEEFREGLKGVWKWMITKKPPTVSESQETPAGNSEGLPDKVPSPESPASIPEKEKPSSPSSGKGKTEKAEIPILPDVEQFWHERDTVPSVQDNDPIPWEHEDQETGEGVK
MITF primary – inhibitors of human MITF; O75030; AlphaScreen MITF homodimerization, bead proximity signal; inhibition, % at 2.6 µM; hit rate 0.91% among 650,000; AID 1259374; in the data active = inhibition above about 50%;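 also: 0% = vehicle wells with protein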
Target sequence (O75030 whole entry, looked up): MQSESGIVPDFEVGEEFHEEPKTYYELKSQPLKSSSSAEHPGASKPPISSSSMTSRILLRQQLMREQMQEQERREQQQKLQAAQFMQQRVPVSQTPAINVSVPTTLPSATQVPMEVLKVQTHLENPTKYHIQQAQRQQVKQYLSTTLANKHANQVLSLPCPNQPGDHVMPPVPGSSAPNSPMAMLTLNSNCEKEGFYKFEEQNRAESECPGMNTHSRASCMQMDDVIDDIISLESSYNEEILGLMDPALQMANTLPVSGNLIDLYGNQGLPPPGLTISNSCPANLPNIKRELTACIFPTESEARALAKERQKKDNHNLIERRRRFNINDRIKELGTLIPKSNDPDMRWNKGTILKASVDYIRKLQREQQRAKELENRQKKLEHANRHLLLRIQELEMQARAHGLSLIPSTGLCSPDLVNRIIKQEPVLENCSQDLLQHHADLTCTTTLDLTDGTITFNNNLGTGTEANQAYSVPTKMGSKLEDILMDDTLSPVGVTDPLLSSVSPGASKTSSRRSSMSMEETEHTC
TEAD-YAP inh – TEAD-YAP interaction inhibition; hit rate 1.4% among 640,000; inhibition, % at 9.12 µM; HEK-TIYL cells, TEAD-Gal4/YAP UAS-luciferase luminescence; AID 1259422; in the data active = inhibition above about 32%;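 also: 0% = median of test compound wells and 100% = reference inhibitor wells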
Starred values were filed as active, the others as inactive; nt = no result given; & = joins results of further samples.

SMILES | FBW7 activator | GPR151 activ | MITF primary | TEAD-YAP inh
O=C(NCc1ccccc1S)c1ccc2c(c1)NC(=O)C(CS(=O)(=O)Cc1cccc(Br)c1)N2 (centres undefined) | -0.2 | 2.2 | 1.7 | 2.8
O=C(Cc1ccc(F)cc1)Nc1cc2c3c(c1)CCC(=O)N3CCC2 | -0.1 | -0.8 | 8.0 | 2.8
CSc1ccc(NC(=O)NCCN2CCCC2)cc1 | -0.1 | -0.9 | -6.9 | -7.7
Nc1nnc(SCC(=O)N2CCc3ccccc32)n1-c1ccccc1 | 0.2 | -2.3 | 21.6 | -2.2
O=C(CCCCCn1c(=S)[nH]c2ccsc2c1=O)N1CCCCC1 | -0.1 | -0.7 | -9.5 | 3.2
CCOc1ccc(NS(=O)(=O)c2ccc3c4c(cccc24)C(=O)N3C)cc1 | -0.2 | -1.3 | -7.2 | 2.5
O=C(CN(Cc1cccs1)C(=O)CCC(=O)Nc1ccccn1)NCc1ccccc1 | 0.2 | -0.9 | 17.2 | 8.3
Cc1csc(NC(=O)CSc2nc3ccccc3n2CC(=O)NC(C)(C)C)n1 | 0.3 | 0.8 | 2.1 | 6.2
CCOC(=O)c1c(C)oc(N)c1C(N)=O | -0.1 | 3.2 | -51.8 | -0.6
O=C(OCC(=O)N1CCc2ccccc2C1)c1ccc([N+](=O)[O-])o1 | -0.2 | -1.0 | 8.3 | 17.1
CC(=O)c1cccc(NS(=O)(=O)c2ccc3c(c2)NC(=O)CC(=O)N3)c1 | 0.0 | 0.3 | -4.5 | 0.3
COc1ccc(C2/C(=C(\O)c3ccc(Br)cc3)C(=O)C(=O)N2CCCN2CCOCC2)cc1 (centres undefined) | 0.1 | 0.9 | 17.8 | 13.4
OCCN1CCN(C(=S)Nc2ccc(F)c(Cl)c2)CC1 | 0.2 | 1.8 | 16.6 | -5.2
Cc1ccc(NC(=S)NCNC(=O)c2ccccc2)cc1 | 0.2&-0.1 | 0.5&0.3 | 9.2&2.7 | -1.0&7.7
CCC1CN(CCNC(=O)c2cccnc2OC)Cc2cc(OC)ccc2O1 (centres undefined) | 0.2 | 2.5 | 6.7 | 1.1
CCC(C)(C)C1CCc2oc3c(cc(NS(=O)(=O)c4ccccc4)c4ccccc43)c2C1 (centres undefined) | 0.3 | 0.1 | 0.8 | -3.9
O=C1CSC(c2cccnc2)N1c1ccc(I)cc1F (centres undefined) | -0.3 | -0.8 | 2.4 | -7.4
CCOC(=O)C1=C(C)N(c2ccccc2)C(=O)/C1=C\c1cccc([N+](=O)[O-])c1 | -0.1 | 0.1 | 6.4 | -5.5
CCc1ccc(NC(=O)CSc2nnc(-c3ccc(NS(C)(=O)=O)cc3)o2)cc1 | -0.2 | 1.0 | 5.3 | -0.4
CCCn1cc(C2CC(=O)N(c3cccc(OC)c3)C2=O)c2ccccc21 (centres undefined) | -0.1 | -0.4 | -1.8 | -5.8
O=C1S/C(=C/c2cccc(Br)c2)C(=O)N1CN1CCCCC1 | 0.2 | -0.6 | 8.9 | 6.8
Cn1c2ccccc2n2c(C(=O)NN)c(-c3ccccc3)nc12 | 0.2 | 1.6 | -9.8 | -0.1
CCOC(=O)C1=C(C)N=c2s/c(=C\c3cccc(OC)c3OCC)c(=O)n2C1c1ccccc1OC(C)C (centres undefined) | 0.1 | 2.9 | 2.3 | 4.9
CCCc1nnc(SCC(=O)NC2CCCC2)n1CC1CCCO1 (centres undefined) | -0.1 | 0.1 | 1.7 | 2.4
O=C(/C=C/c1c(Cl)cccc1Cl)NCCCn1ccnc1 | 0.5 | -1.8 | 11.9 | 3.7
CN(Cc1ccccc1)c1nnc(NC(=O)NC23CC4CC(CC(C4)C2)C3)s1 | 0.2 | -1.0 | 1.2 | 2.5
CN(Cc1cscn1)C(=O)C1CC12CCN(Cc1cc(Cl)ccc1O)CC2 (centres undefined) | 0.0 | -0.2 | 6.1 | -15.8
CC1CCN(S(=O)(=O)c2ccc(C(=O)NCCOc3ccccc3)cc2)CC1 | 0.0 | 1.0 | 15.8 | 6.6
COc1cccc(NC(=O)CC(C)S(=O)(=O)c2cc3c(cc2C)NC(=O)CO3)c1 (centres undefined) | -0.1 | -0.4 | 3.9 | 3.9
Cc1ccc(NC(=O)CCNS(=O)(=O)c2ccc3[nH]c(=O)ccc3c2)cc1N(C)C | 0.2 | -0.1 | -6.3 | 0.1
COCc1c(C(=O)N/N=C\c2ccccc2OC)nnn1-c1nonc1N | 0.1 | 5.1* | 12.2 | 0.7
Cc1ccc(S(=O)(=O)N2CC=C(C(=O)NCCC3=CCCCC3)CC2)cc1 | 0.6 | 0.0 | 3.9 | 4.9
Cc1ccc(C(C)C)c(OCCNC(=O)CCc2ccccc2)c1 | -0.2 | 1.0 | 3.1 | 5.6
Cc1ccc(NC2SC(=O)N(c3cccc(C)c3)C2=O)cc1 (centres undefined) | -0.1 | -0.5 | -2.5 | -10.1
O=C(NCCCN1CCOCC1)c1cc2c(=O)[nH]c3ccccc3c2s1 | 0.0 | -0.2 | 5.5 | -4.8
O=C(CNS(=O)(=O)c1ccc(Cl)cc1)N/N=C/c1cccc([N+](=O)[O-])c1 | -0.1 | -0.1 | -1.2 | -4.3
C=CCNc1nc(N)c(C(N)=NC#N)s1 | 0.0 | 1.8 | -0.7 | 74.1*
COc1cc(OC)cc(C(=O)ON2C(=O)c3ccccc3C2=O)c1 | 0.9 | -0.4 | -14.8 | 0.2
O=c1c(NC2CC2)c(N2CCN(c3ccc4cccc(-c5ccccc5F)c4n3)CC2)c1=O | -0.2 | 5.3* | 2.6 | 60.2*
CC(C)C(=O)N(C)c1nnc(-c2cccc(F)c2)s1 | -0.3 | -0.8 | 8.8 | -85.1

Looked up above.
Cc1ccc(NC2SC(=O)N(c3cccc(C)c3)C2=O)cc1 (centres undefined) in FBW7 activator has -0.1
Cc1ccc(S(=O)(=O)N2CC=C(C(=O)NCCC3=CCCCC3)CC2)cc1 in FBW7 activator has 0.6

More records:
SMILES | FBW7 activator | GPR151 activ | MITF primary | TEAD-YAP inh
O=C(Nc1ccccc1Cl)Nc1ccnn1C1CCN(C2CCCCC2)CC1 | 0.1 | 0.6 | 13.3 | 5.9
CC(=O)Nc1ccccc1NC(=O)c1cccc2ccccc12 | 0.0 | -0.6 | 8.8 | 2.5
CC(C)OCCCNC(=O)C1CC(=O)N(C2CCCCC2)C1 (centres undefined) | 0.1 | 0.9 | -1.8 | -4.1
O=C(NCc1ccco1)C1CC12CCN(Cc1ccc3c(c1)CCO3)CC2 (centres undefined) | -0.1 | 0.6 | 12.1 | 6.2
COc1cc(/C=N/NC(=O)CNc2cccc(C(F)(F)F)c2)cc(OC)c1O | 0.1 | 1.0 | -4.6 | -6.2
Cc1cccn2c(=O)c(C=C3C(=O)NC(=O)NC3=O)c(N3CCCC3)nc12 | -0.1 | -2.1 | 2.5 | 0.5
Cc1ccc(N2C(=O)c3cccc4c(N5CCOCC5)ccc(c34)C2=O)c2cccnc12 | 0.2 | 0.5 | 3.7 | 9.8
CC(C)=CCC/C(C)=C/CC/C(C)=C/C(O)P(=O)(O)O (centres undefined) | nt | 0.1 | -13.5 | nt
CCOC(=O)C1=NN(c2ccccc2)C(c2ccccc2)N1C(C)(C)C (centres undefined) | 0.2 | -0.2 | 11.3 | -0.9
COc1ccc(CN(Cc2cc3cccc(C)c3[nH]c2=O)C(=O)N(C)C)cc1 | 0.2 | 1.6 | 7.3 | 5.0
COc1cc(S(=O)(=O)N(Cc2ccc(Cl)cc2)C2CC2)ccc1-n1cnnn1 | -0.2 | -0.6 | -8.7 | -14.1
CCOC(=O)C1=C(C)NC2=C(C(=O)C(C(=O)OC)C(C)C2)C1c1ccc(C)s1 (centres undefined) | 0.0 | 3.0 | -11.9 | -1.9
CCOC(=O)c1cc(C(=O)OCC)cc(-n2c(C)cc(C(=O)CN3CCOCC3)c2C)c1 | -0.2 | 1.5 | -1.8 | -5.8
CCNc1sc(C(=O)c2ccc(F)cc2)c(N)c1C#N | 0.2 | 0.8 | 0.3 | -1.5
COc1ccc(C(=O)CSc2nc(C)cc(C)c2C#N)cc1OC | 0.3 | 1.6 | -12.3 | -0.4
O=C(Cn1ncc2ccc(Cl)cc21)N1CCCCCC1 | 0.0 | 3.7 | -1.4 | -11.0
O=CNC(C(=O)Nc1cccc(Cl)c1)c1ccc(Cl)cc1 (centres undefined) | 0.2 | 1.3 | -13.8 | 9.5
OCCC1CN(Cc2cccc3nonc23)CCN1CCCc1ccccc1 (centres undefined) | 0.1 | 0.1 | -3.6 | -2.4
COc1cc(Nc2nccn3c(-c4ccccc4)cnc23)cc(OC)c1OC | -0.6 | 0.4 | -14.1 | 58.5*
O=C(Cn1c(-c2nnco2)cc2ccccc21)OCc1ccccc1 | -0.1 | 0.2 | 8.3 | 13.3

Filtered by structure: the entries above with an NH in an aromatic ring
SMILES | FBW7 activator | GPR151 activ | MITF primary | TEAD-YAP inh
O=C(CCCCCn1c(=S)[nH]c2ccsc2c1=O)N1CCCCC1 | -0.1 | -0.7 | -9.5 | 3.2
Cc1ccc(NC(=O)CCNS(=O)(=O)c2ccc3[nH]c(=O)ccc3c2)cc1N(C)C | 0.2 | -0.1 | -6.3 | 0.1
O=C(NCCCN1CCOCC1)c1cc2c(=O)[nH]c3ccccc3c2s1 | 0.0 | -0.2 | 5.5 | -4.8
COc1ccc(CN(Cc2cc3cccc(C)c3[nH]c2=O)C(=O)N(C)C)cc1 | 0.2 | 1.6 | 7.3 | 5.0

(cont.)
SMILES | FBW7 activator | GPR151 activ | MITF primary | TEAD-YAP inh
O=C(OCC(=O)C12CC3CC(CC(C3)C1)C2)c1ccc(CO)cc1 | 0.0 | 0.2 | 5.3 | -4.6
O=C(CN(c1ccc([N+](=O)[O-])cc1)S(=O)(=O)c1ccccc1)Nc1ccc(F)cc1F | -0.1 | 0.9 | 8.0 | 14.0
CCOC(=O)/C(CC(=O)c1ccc(C)cc1)=N\NC(=O)c1cccc(C)c1 | -0.1 | -0.3 | 4.3 | -0.4
COC(=O)c1cc(S(=O)(=O)NC2CCCCC2C)c[nH]1 (centres undefined) | 0.0 | 2.3 | 9.9 | 0.0
O=C(c1nn2c(C(F)(F)F)cc(-c3ccccc3)nc2c1Br)N1CCN(c2ccc(F)cc2)CC1 | 0.2 | 0.4 | 13.2 | -0.8
O=C(O)CC(c1ccco1)N1C(=O)C2C3CCC(C3)C2C1=O (centres undefined) | 0.1 | 0.3 | 10.7 | -6.6
O=C(Nc1ccc([N+](=O)[O-])cc1Br)c1cc2cc(Cl)ccc2oc1=O | 0.1 | 1.4 | 5.8 | -3.3
CC(=O)N1CCOc2cc(S(=O)(=O)NC3CCCCCCC3)c(Cl)cc21 | 0.1 | 0.7 | 13.5 | -6.3
CN(C)c1ccc(N=Cc2sc3ccccc3c2O)cc1 | 0.1 | -1.2 | 14.8 | 76.2*
CCc1cc(=O)[nH]c(NC2CCN(Cc3nnnn3Cc3ccc(OC)cc3)CC2)n1 | -0.2 | 0.8 | 0.6 | -6.7
O=C(c1nc2ccccn2c1CN1CCCCC1CO)N1CCN(C2CCCCC2)CC1 (centres undefined) | -0.1 | -0.2 | 3.1 | 2.6
CCOC(=O)N1CCN(c2c(NCC3CCCO3)c(=O)c2=O)CC1 (centres undefined) | 0.1 | -0.3 | 6.6 | 5.0
CCCn1c(=S)[nH]c2cc(C(=O)N3CCCCC3CC)ccc2c1=O (centres undefined) | 0.0 | -1.8 | -16.9 | -3.3
Cc1sc2nc(C3CCCN(C(=O)c4cccs4)C3)[nH]c(=O)c2c1C (centres undefined) | -0.2 | -1.1 | 10.1 | -19.5
CCC1CN(C(=O)c2ccc3c(c2)OCCO3)Cc2ccc(Cl)cc2O1 (centres undefined) | 0.0 | -0.5 | -0.5 | -8.7
COC(=O)c1c(NC(=O)Cn2nc([N+](=O)[O-])cc2C)sc2c1CCC(C)C2 (centres undefined) | 0.1 | 0.8 | 5.4 | 7.2
CCCc1cc(=O)n2[nH]c(SC)nc2n1 | 0.0 | 0.0 | 1.6 | -7.8
COc1ccc2oc(=O)cc(CN3CCCCC3)c2c1 | 0.0 | -0.3 | 9.9 | 4.5
Cc1ccccc1NC(=O)CNC(=O)c1cccs1 | -0.1 | 2.7 | -1.3 | 5.4
COC(=O)C1=C(C)NC(=O)NC1c1cc(OC)ccc1Br (centres undefined) | 0.2 | -0.3 | 4.5 | 0.2
CCN(CC)C(=O)c1cc(C2CC2)[nH]n1 | -0.1 | -2.0 | 1.8 | -25.5
CCOc1ccc(CCNC(=O)Cn2ncc3c(=O)oc4ccccc4c32)cc1OCC | 0.2 | 0.6 | -3.9 | -1.5
O=C(Nc1ccc(C(F)(F)F)cc1)c1cc(S(=O)(=O)N2CCN(c3cccc(Cl)c3)CC2)ccc1F | -0.1 | 0.2 | 1.5 | 6.5
CCOC(=O)/C(CCCN1C(=O)c2ccccc2C1=O)=N\Nc1ccc(OC)cc1OC | 0.0 | -0.8 | 19.5 | -6.6
O=[N+]([O-])c1nn(-c2ccccc2)n(O)c1=NCCc1ccc(Cl)cc1 | -0.2 | -0.4 | 21.8 | 11.3
CC(C)n1cnc2c(NCc3nc4ccccc4[nH]3)nc(-c3ccc(C(=O)NC4CC4)cc3)nc21 | 0.2 | -1.5 | 18.5 | 77.7*
O=C1Cc2cc(-c3csc(NCC4CCCO4)n3)ccc2N1 (centres undefined) | 0.0 | -0.4 | 22.6 | -17.6
COc1ccc(Cn2nnnc2CN(CCCO)Cc2cc3cccc(C)c3[nH]c2=O)cc1 | 0.1 | -0.9 | 9.2 | 3.9
CCN1C(=O)CC(C(=O)OC)C12CCN(Cc1cccn1-c1ncccn1)CC2 (centres undefined) | 0.3 | 0.0 | -6.1 | 10.4
